CCR6 antag = CCR6 (human) receptor antagonism. CHO-K1 CCR6 PathHunter beta-arrestin, luminescence, CCL20-stimulated. inhibition, % at 20 µM. P51684. hit rate 0.49% among 340,000;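 active = compounds whose inhibition of the agonist-driven luminescence signal at 20 µM reaches about 50%, limit read from the data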;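 also: cells stimulated with CCL20 at 14 nM final; plate controls were DMSO with CCL20 for no effect and DMSO without agonist for full effect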
MPTP block = blocks calcium-induced mitochondrial swelling. isolated mouse mitochondria, Ca2+ swelling absorbance, 30 min. inhibition, % at 10 µM. hit rate 1.4% among 360,000;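 active = inhibition of 50% or more, scaled per plate between neutral and stimulator controls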;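 also: 0% = DMSO wells given calcium and 100% = 1 mM EGTA wells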
NR3A LBD binder = modulators (binders) of human NR3A ligand-binding domain; NR3A LBD differential scanning fluorimetry, Tm shift; 0% = protein alone, 100% = glycine-bound protein; Tm shift relative to glycine control, % at 25 µM; hit rate 2.5% among 340,000; AID 1259313;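 active = melting temperature shift of at least 10% of the positive control shift, at one fixed dose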
EBI2 antag = EBI2 (human) antagonism; hit rate 0.81% among 360,000; EBI2 beta-arrestin recruitment, luminescence, 7a,25-OHC stimulated; AID 651636; inhibition, % at 5 µM; P32249; in the data active = inhibition above about 38%;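 also: enzyme fragment complementation signal reports receptor beta-arrestin coupling in cells; 0% = agonist plus DMSO wells and 100% = wells without agonist; some results beyond the cut were filed as inactive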
Target sequence (P32249 whole entry, looked up, the tested form may be a part): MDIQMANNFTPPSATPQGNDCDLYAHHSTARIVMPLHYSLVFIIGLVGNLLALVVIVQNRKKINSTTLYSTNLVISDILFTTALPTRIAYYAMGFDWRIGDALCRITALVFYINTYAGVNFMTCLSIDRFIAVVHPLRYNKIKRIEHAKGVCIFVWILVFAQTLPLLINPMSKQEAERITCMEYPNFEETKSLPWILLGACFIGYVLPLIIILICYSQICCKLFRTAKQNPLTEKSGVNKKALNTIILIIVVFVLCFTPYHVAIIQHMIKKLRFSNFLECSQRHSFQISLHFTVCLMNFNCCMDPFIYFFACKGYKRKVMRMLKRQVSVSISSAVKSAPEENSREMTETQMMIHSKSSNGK
Gli-Sufu block = antagonists of Gli-Sufu signaling; hit rate 0.74% among 340,000; Sufu-KO-LIGHT fibroblasts, Gli luciferase reporter luminescence; inhibition, % at 5 µM; AID 588413;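 active = inhibition above about 55%, limit read from the data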;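 also: 0% = DMSO-treated cells and 100% = wells with medium but no cells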
CXCR6 inh = inhibitors of human CXCR6 receptor; O00574; CHO-K1 PathHunter CXCR6 beta-arrestin, luminescence; inhibition, % at 20 µM; hit rate 0.36% among 360,000; AID 602244; in the data active = inhibition above about 34%, passing the limit was not always enough;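 also: antagonist mode with CXCL16 agonist at 10 nM final; 0% = 10 nM CXCL16 with DMSO and 100% = unstimulated wells without agonist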
Target sequence (O00574 whole entry, looked up): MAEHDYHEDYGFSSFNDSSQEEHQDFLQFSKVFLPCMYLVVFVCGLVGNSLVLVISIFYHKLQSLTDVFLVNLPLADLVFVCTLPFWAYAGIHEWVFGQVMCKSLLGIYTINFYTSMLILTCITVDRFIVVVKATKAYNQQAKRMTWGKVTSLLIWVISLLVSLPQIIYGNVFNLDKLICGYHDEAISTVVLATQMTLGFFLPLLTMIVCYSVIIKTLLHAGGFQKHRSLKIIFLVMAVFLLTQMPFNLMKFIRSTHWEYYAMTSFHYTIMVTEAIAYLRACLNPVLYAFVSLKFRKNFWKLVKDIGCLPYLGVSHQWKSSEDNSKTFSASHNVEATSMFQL
APOBEC3A inh = blocks human APOBEC3A ssDNA deamination; AID 493011; P31941; inhibition, % at 20 µM; recombinant A3A, FAM/TAMRA ssDNA deamination fluorescence; hit rate 0.41% among 330,000;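 active = at least 40% inhibition at 20 µM here, with at most 30% in a related deaminase screen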;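 also: plate controls were A3A with DMSO for no effect and wells lacking A3A enzyme for full effect; some results filed as inactive read as strong as hits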
APOBEC3G inh = APOBEC3G (human) deaminase inhibition; hit rate 0.28% among 330,000; recombinant A3G, ssDNA deamination FAM/TAMRA fluorescence; inhibition, % at 20 µM; Q9HC16; AID 493012;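 active = inhibition of at least 40% at 20 µM, with no more than 30% in the related APOBEC3A deaminase screen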;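 also: plate controls were DMSO wells with A3G for no effect and wells lacking A3G enzyme for full effect; some compounds called inactive have numbers as strong as hits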
Target sequence (Q9HC16 whole entry, looked up): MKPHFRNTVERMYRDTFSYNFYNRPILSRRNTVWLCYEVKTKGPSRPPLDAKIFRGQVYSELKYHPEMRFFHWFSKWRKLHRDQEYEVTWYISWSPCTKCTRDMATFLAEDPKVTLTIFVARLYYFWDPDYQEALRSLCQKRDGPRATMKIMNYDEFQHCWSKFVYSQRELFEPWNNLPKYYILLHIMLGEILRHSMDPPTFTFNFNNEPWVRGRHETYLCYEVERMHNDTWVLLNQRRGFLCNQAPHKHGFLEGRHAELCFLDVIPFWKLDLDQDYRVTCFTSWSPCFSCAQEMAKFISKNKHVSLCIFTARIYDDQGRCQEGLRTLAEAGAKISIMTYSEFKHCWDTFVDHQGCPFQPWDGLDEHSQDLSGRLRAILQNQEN
Starred values were filed as active, the others as inactive; / = no result given.

SMILES	CCR6 antag	MPTP block	NR3A LBD binder	EBI2 antag	Gli-Sufu block	CXCR6 inh	APOBEC3A inh	APOBEC3G inh
O=C(c1ccccc1)N1CCN(C(=O)c2cc3ccccc3o2)CC1	4.0	-1.3	2.6	70.2*	-16.9	0.1	5.2	-3.7
Cc1nn(-c2ccccc2)c(C)c1NC(=O)COc1cc(F)ccc1[N+](=O)[O-]	6.6	0.4	-0.2	-2.8	1.1	-16.5	-1.1	-2.3
N#Cc1ccc(-c2cn(-c3ccccc3)c3[n+]2CCCS3)cc1	2.0	-0.6	0.3	-8.7	9.8	7.0	0.2	-3.9
NC(=O)c1cc(NC(=O)COC(=O)CCCN2C(=O)c3cccc4cccc(c34)C2=O)cc(C(N)=O)c1	15.7	-0.8	2.0	5.0	0.8	4.8	0.3	-4.3
CC12CN3CCN(CC(C3)C1(O)CN1CCOCC1)C2 (centres undefined)	-9.6	-1.4	-2.1	-3.9	29.9	2.1	-0.4	-2.2
CC1CC(Nc2ccccc2)=NC1(C)C (centres undefined)	5.9	1.4	0.7	-7.6	11.4	-2.5	0.8	-2.5
CN(C)C(CNC(=O)c1ccc(C(=O)c2ccccc2)cc1)c1ccccc1 (centres undefined)	5.9	1.0	-4.5	-11.0	-1.5	-2.5	1.1	-3.0
Cc1cc(C)n2c(Br)c(CSc3nc4ccccc4o3)nc2n1	-3.2	1.8	-2.8	-16.1	-37.4	-10.8	-2.7	-6.2
CCCCn1c(N)c(N(CC(C)C)C(=O)C2CCN(S(=O)(=O)c3ccccc3)CC2)c(=O)[nH]c1=O	4.4	-1.9	0.3	2.8	-0.4	0.3	0.5	-6.1
CCCCCCCNC(=O)COc1ccc2c(c1)C(=O)CC(C)(C)O2	0.1	-1.1	0.3	-1.6	-11.7	0.1	7.9	19.9
CC(=O)Oc1ccc(N(C(C)=O)S(=O)(=O)c2cccs2)c2ccccc12	-7.7	0.2	-0.8	2.0	11.2	0.1	-0.3	-4.1
CC1CCN(c2ccccc2NC(=O)c2ccc(F)cc2)CC1	8.8	4.5	2.2	-13.0	5.4	4.5	-1.0	-4.6
COC(=O)c1ccc(Cl)c(NC(=O)CSc2nnc(-c3ccncc3)o2)c1	8.3	-0.2	0.7	5.8	9.4	6.3	0.2	-0.1
CC(C)(C)N1CC23C=CC(C[C@@H]2C1=O)O3 (some centres undefined)	3.4	-0.9	0.5	1.1	-6.6	-2.6	-3.1	-8.5
CC(C)c1[nH]nc2c1C(c1cccnc1)C(C#N)=C(N)O2 (centres undefined)	-4.7	-1.1	0.6	-2.5	4.9	3.6	-2.2	-8.6

Full records from above. Screens in order: CCR6 antag | MPTP block | NR3A LBD binder | EBI2 antag | Gli-Sufu block | CXCR6 inh | APOBEC3A inh | APOBEC3G inh
CC1CC(Nc2ccccc2)=NC1(C)C (centres undefined) as listed: 5.9 | 1.4 | 0.7 | -7.6 | 11.4 | -2.5 | 0.8 | -2.5
CN(C)C(CNC(=O)c1ccc(C(=O)c2ccccc2)cc1)c1ccccc1 (centres undefined) as listed: 5.9 | 1.0 | -4.5 | -11.0 | -1.5 | -2.5 | 1.1 | -3.0

Continuation.
SMILES	CCR6 antag	MPTP block	NR3A LBD binder	EBI2 antag	Gli-Sufu block	CXCR6 inh	APOBEC3A inh	APOBEC3G inh
Cc1nc(CC(=O)Nc2nc(C(C)(C)C)cs2)cs1	-1.1	0.1	-0.6	0.6	-6.2	-9.6	-1.0	-5.1
Cc1ccc2[nH]c(O)c(N=NC(=O)CCc3ccccc3)c2c1Br	-16.5	12.7	17.1*	9.7	-14.4	-4.0	1.2	-1.4
CC(C)Cc1ccc(C(C)NC(=O)Cc2ccc(S(=O)(=O)N3CCOCC3)s2)cc1 (centres undefined)	10.5	0.2	-4.1	3.6	7.8	3.7	-0.9	-8.1
Fc1ccc(CSc2ccc3nnc(-c4cccs4)n3n2)cc1	5.7	3.7	-1.1	-17.5	3.3	0.1	2.3	0.7
CC1CCN(c2ccc(-c3cccc(NC(=O)c4ccco4)c3)nn2)CC1	7.9	-0.8	-16.9	-0.4	-85.7	-3.4	2.1	-8.5
O=c1cc(CSc2ccc(Cl)cc2)nc(-c2ccncc2)[nH]1	-2.1	-1.6	-1.0	6.4	5.5	1.9	-3.0	-5.2
Cn1c(=NC(=O)C2=NNC(=O)CC2)sc2ccccc21	-1.5	3.9	0.0	-7.4	0.3	-1.9	0.0	-4.3
O=C1NC(NS(=O)(=O)c2ccccc2)(C(F)(F)F)C(=O)N1c1cccc(Cl)c1 (centres undefined)	-6.0	1.1	6.4	-9.1	-3.3	-6.4	-0.6	-3.3
CCc1c(C)sc(NC(=O)c2cc(C)no2)c1C#N	24.5	-0.3	-1.0	-6.6	-15.6	2.6	0.0	2.5
CCn1c(=O)n(CC)c2cc(NC(=O)C(C)c3ccccc3)c(Br)cc21 (centres undefined)	-6.4	-0.1	-1.6	0.2	0.3	21.5	54.5*	24.2
Cc1ccc(C2N(c3cccc(Cl)c3)C(=O)N3CCCN23)cc1 (centres undefined)	3.9	-0.4	-0.2	2.9	0.8	-1.4	0.3	-6.4
CCc1sc(-c2c(C#N)c(N)nc3c2CCCCCC3)cc1[N+](=O)[O-]	-5.8	0.4	4.0	22.1	11.6	-2.6	-2.4	-0.4
Cc1ccc(NC(=S)N/N=C2\CC(C)(C)Oc3ccc(O)cc32)cc1	14.7	8.2	-3.9	16.9	13.3	1.5	-3.4	-4.5
O=C(CSCc1ccc(Cl)cc1Cl)Nc1ccccc1C(=O)Nc1ccc(C(=O)O)cc1	22.4	1.5	-6.7	6.3	53.9	-3.9	-0.6	-8.1
COc1cccc(C(=O)N/N=C2/SCC(=O)N2CCc2ccc(OC)c(OC)c2)c1	-3.1	1.0	-2.5	-11.3	-4.2	-8.7	-3.0	-0.3
CCOC(=O)CC1COc2ccccc2N1C(=O)c1ccc(F)cc1 (centres undefined)	8.9	-3.2	-1.2	1.1	21.9	-9.5	-2.6	-5.7
Cc1ccc2nc(SCc3nnc(-c4cccs4)o3)[nH]c2c1	0.0	1.2	0.8	0.1	5.4	-1.5	-1.8	-3.9
Cc1ccc(CN2C(=O)NC(Cc3c[nH]c4ccccc34)C2=O)cc1 (centres undefined)	6.4	1.3	-7.7	-9.9	0.2	-3.2	-0.1	-4.1
COc1cn(-c2ccccc2)nc1C(=O)OCC(=O)Nc1ccc(C)c(C)c1	2.2	0.2	1.2	-5.8	-2.9	-6.5	3.8	-4.4
CC(NCC(O)COCc1cccs1)C1CC2CCC1C2 (centres undefined)	3.5	0.5	1.2	-17.5	4.0	-2.2	3.0	-3.7
Cc1cc(C)c2nc(N3CCC(C(=O)NCCN4CCOCC4)CC3)sc2c1	4.3	-1.0	-2.6	0.5	42.9	-13.5	-2.3	-2.4
Cc1ccc2nsnc2c1S(=O)(=O)Nc1ccccc1C(=O)O	1.9	-0.1	1.4	-1.4	2.3	2.1	-2.4	-8.1
Cc1ccc(NC(=O)CSc2n[nH]c(-c3cccnc3)n2)c(Br)c1	14.6	-0.6	-0.6	-4.8	-15.4	3.7	-1.8	-2.4
O=C(Nc1ccc(Cl)c(S(=O)(=O)Nc2ccccc2Cl)c1)c1cccs1	4.0	11.5	31.4*	-17.6	-6.7	-2.6	1.6	-1.7
CCOC(=O)[C@H]1CCC[C@@H](NS(=O)(=O)c2ccc(NC(C)=O)cc2)C1	-15.5	-2.6	-1.2	-6.6	4.3	0.4	3.2	2.8
C=CCOCCN1C(=O)C2C(c3ccccc3)C=CC(c3ccccc3)C2C1=O (centres undefined)	-2.2	0.9	-1.7	6.0	-3.9	1.2	8.5	2.3
CCN1C(=O)/C(=C/C=C2/CCCN2C)OC1=S	30.9	1.4	-3.4	3.9	-28.2	13.0	-0.7	-0.8
CC(C)c1nnc(SCC(=O)NC2CCCCC2)n1C	15.4	-1.0	-0.8	9.5	-4.3	4.1	-1.5	-11.9
Cc1cc(C)c2c(CC(=O)NCc3ccco3)coc2c1	0.7	2.9	0.0	5.8	-0.7	4.6	-0.1	-1.6
Cc1ccc(NC(=O)CN2C(=O)NC3(CCCCCCC3)C2=O)cc1C	1.0	-1.8	2.8	2.7	-3.1	4.5	-2.3	-3.5

Printed as active in APOBEC3A inh (from the list above):
smiles	CCR6 antag	MPTP block	NR3A LBD binder	EBI2 antag	CXCR6 inh	APOBEC3A inh	APOBEC3G inh
CCn1c(=O)n(CC)c2cc(NC(=O)C(C)c3ccccc3)c(Br)cc21 (centres undefined)	-6.4	-0.1	-1.6	0.2	21.5	54.5*	24.2

Carrying on:
SMILES	CCR6 antag	MPTP block	NR3A LBD binder	EBI2 antag	Gli-Sufu block	CXCR6 inh	APOBEC3A inh	APOBEC3G inh
CCN(CC(=O)Nc1sc2c(c1C#N)CCC(C)C2)CC(=O)NC1CCS(=O)(=O)C1 (centres undefined)	6.7	1.4	-1.5	7.1	7.5	-1.3	-4.0	-7.9
CCOc1ccc(NC(=O)c2cnc3scc(C)n3c2=O)cc1	1.0	-2.7	1.6	-4.4	-24.2	5.3	2.6	1.9
CCOC(=O)N1CCC(NC(=O)c2cnc3n(c2=O)CCS3)CC1	-3.3	-1.3	0.1	1.6	7.5	-2.8	-1.8	-1.6
O=C(NCc1cccc(OC(F)(F)F)c1)C1CCC(=O)N(Cc2cccc(F)c2)C1 (centres undefined)	6.7	1.5	0.0	4.2	10.1	-17.1	-2.7	1.6
C=CCn1c(N(C)C)nc2c1c(=O)[nH]c(=O)n2C	-14.6	-0.3	0.1	0.7	3.7	-1.8	-0.2	-6.0
Cc1ccc(-c2cc(-c3cccc(F)c3)n[nH]2)c(O)c1	-18.2	1.2	17.1*	28.7	-76.7	6.3	-3.7	-5.5
Cc1sc(NC(=O)CN(CCc2ccccc2)C(=O)C2CC2)c(C(N)=O)c1C	2.4	0.1	-4.3	-12.5	2.6	-2.3	4.0	-3.2
CCOC(=O)C1CCN(S(=O)(=O)c2ccc3c(c2)CCCN3C(C)=O)CC1	-6.4	0.9	-5.5	-1.6	-3.1	-9.0	1.5	-0.5
O=S(=O)(NCC1CCCO1)c1ccc(Br)s1 (centres undefined)	0.2	-1.7	-0.7	0.1	2.6	3.4	-2.2	-3.4
O=C(N/N=C/c1ccco1)c1[nH]ncc1Br	/	-1.3	/	-4.1	/	-3.7	-3.9	-5.8
COCCN1CSC(=S)N(Cc2ccco2)C1	2.2	0.6	1.7	-3.6	-15.7	3.8	-1.6	-2.7
COc1ccc(N=Nc2c(N)nn(C)c2N)cc1	11.0	-3.2	0.6	-3.3	-71.6	1.9	/	/
NC(=O)c1nn(-c2ccccc2)nc1NC(=O)CN1CCCC1	6.0	-0.8	-0.2	2.8	3.4	0.8	1.8	-5.5
O=C1CC2(CCCCC2)Oc2ccccc21	11.0	0.5	0.6	8.6	21.0	5.1	-3.1	-8.7
CCOc1ccc(NC(=O)C2=NN(c3ccccc3)C(=O)CC2)cc1S(=O)(=O)N1CCCCC1	16.0	-0.7	-0.2	1.5	1.9	1.6	2.6	0.7
CCOC(=O)Cc1ccc(NC(=O)c2ccc(C(C)(C)C)cc2)cc1	7.1	-3.4	-3.5	6.3	60.1*	0.2	-0.2	-0.5
Cc1cccc(C)c1NC(=O)CNC(=O)c1cnccn1	3.8	-0.1	1.8	-2.1	3.4	4.9	-3.1	-4.9
Cn1c(=O)c2c(-c3cccc(Br)c3)c(C#N)c(N)nc2n(C)c1=O	1.4	2.5	-1.7	2.9	-6.4	9.5	-8.0	-8.5
O=C(CCCN1C(=O)CCC1=O)Nc1ccccc1F	1.4	-4.0	0.9	-9.4	3.6	-22.9	2.4	-1.0
CCCCn1nc(NC(=O)c2cccs2)c2cc3cc(OC)ccc3nc21	8.0	-2.3	-2.1	-3.0	-1.6	-0.8	-0.3	-6.9
CC(=O)C(=Cc1ccc(C(=O)O)cc1)C(C)=O	8.1	-0.2	-1.9	0.8	8.0	-5.0	6.9	3.4
COc1ccc(CNC(=O)C(C)c2ccc([N+](=O)[O-])cc2)cc1 (centres undefined)	14.1	0.8	0.5	8.7	-7.1	-1.8	3.3	7.2
Cc1ccc(CC(=O)N(Cc2ccccc2)c2ccccn2)cc1	5.9	0.7	0.1	0.0	0.6	-0.4	-1.4	-5.4
CC[N+](C)(C)c1cccc(O)c1	11.9	3.6	-1.7	3.4	2.3	4.2	-3.6	-4.2

The order is random. Share with any hit: about 5.8%.
